HCMV antiviral – human cytomegalovirus inhibition. HFF cells, HCMV-luciferase reporter, 72 h; hits give low values. AID 1259415. hit rate 4.5% among 410,000. activity change, negative = inhibition, % at 57.5 µM; in the data active means activity change below about -60%; inconclusive means no clear call, values can overlap the other calls; inactive means above about -39%
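After 16 h attachment at 37C, HFF cells received test compound and HCMV-luciferase (1 PFU/cell); reporter luminescence read 72 h later, data normalized against buffer-only and known inhibitor Salinomycin.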
AmpC inh detg – AmpC beta-lactamase inhibition with detergent present; AmpC hydrolysis of nitrocefin, absorbance 480 nm, 0.01% Triton; Potency, µM (highest dose often 114 µM), without a hit: top-dose activity change, negative = inhibition, most hits filed as inhibitors; hit rate 0.041% among 370,000;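 further: potency means the concentration at half of the fitted maximal effect; 0% = no-compound wells and -100% = no-enzyme wells; nearly all actives have a fitted effect of over 25% in size; some results filed as inactive show a strong effect at the top dose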
Target sequence (P00811 whole entry, looked up): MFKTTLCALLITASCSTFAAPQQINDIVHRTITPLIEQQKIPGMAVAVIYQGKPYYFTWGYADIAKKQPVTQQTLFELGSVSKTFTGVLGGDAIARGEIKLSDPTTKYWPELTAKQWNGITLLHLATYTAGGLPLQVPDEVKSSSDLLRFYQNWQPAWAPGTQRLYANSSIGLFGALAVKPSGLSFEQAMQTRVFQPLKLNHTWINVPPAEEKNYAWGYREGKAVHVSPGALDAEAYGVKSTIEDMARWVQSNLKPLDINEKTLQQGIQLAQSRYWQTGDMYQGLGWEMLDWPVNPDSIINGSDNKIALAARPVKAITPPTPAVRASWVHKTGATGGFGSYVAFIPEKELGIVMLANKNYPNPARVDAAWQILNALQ
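20 mM phosphate pH 7.0 + 0.01% (detergent screen) or 0.0001% Triton X-100; 5.3 nM AmpC reagent; cpd preinc 15 min RT; nitrocefin (800 uM stock) to start; A480 q20 s × 4 min; Activity was normalised to no-enzyme and no-compound control wells.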
AMA1-RON2 inh – AMA1-RON2 (P. falciparum) interaction inhibition. AlphaScreen AMA1-biotinylated RON2 peptide binding. Potency, µM (highest dose often 58.2 µM), for the others: top-dose activity change, negative = inhibition, most hits filed as inhibitors. hit rate 0.2% among 360,000;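 further: potency means the concentration at half of the fitted maximal effect; 0% = vehicle wells and -100% = peptide control; nearly all actives have a fitted effect of over 45% in size; some results filed as inactive show a strong effect at the top dose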
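AMA1 (3D7) with his tag at 25 nM final met compounds first, then biotinylated RON2 peptide at 25 nM; detection used donor plus acceptor beads, 10 µg/mL apiece, read by AlphaScreen after 30 min at room temperature.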
LmPK inhibitor – inhibitors of Leishmania mexicana pyruvate kinase; hit rate 0.37% among 290,000; Potency, µM (highest dose often 57.5 µM), without a hit: at the highest dose activity change, negative = inhibition, hits mostly inhibitors; AID 1721; purified LmPK, Kinase-Glo ATP luminescence, 1 h; further: potency means the concentration at half of the fitted maximal effect
Target sequence (Q27686 whole entry, looked up): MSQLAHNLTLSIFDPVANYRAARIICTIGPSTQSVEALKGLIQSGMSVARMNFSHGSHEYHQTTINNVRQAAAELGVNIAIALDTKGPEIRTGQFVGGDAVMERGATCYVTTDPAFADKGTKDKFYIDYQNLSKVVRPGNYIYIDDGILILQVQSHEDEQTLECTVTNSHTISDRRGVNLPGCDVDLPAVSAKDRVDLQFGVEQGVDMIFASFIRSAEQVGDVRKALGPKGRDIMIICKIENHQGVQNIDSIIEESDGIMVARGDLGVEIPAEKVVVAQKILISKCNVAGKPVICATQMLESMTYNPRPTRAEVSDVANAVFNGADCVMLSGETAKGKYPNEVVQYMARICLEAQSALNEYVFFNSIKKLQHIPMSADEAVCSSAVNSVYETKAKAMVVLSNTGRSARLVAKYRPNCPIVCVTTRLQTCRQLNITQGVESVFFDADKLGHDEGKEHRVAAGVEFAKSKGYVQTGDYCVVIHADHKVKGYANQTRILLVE
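In 50 mM imidazole pH 7.2 with 7 mM MgCl2, LmPK (0.1 nM) turned over PEP (0.5 mM) and ADP (0.1 mM) for 1 h at room temperature. Luciferase read-out of ATP.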
TbPYK inhibitor – blocks Trypanosoma brucei pyruvate kinase | Q57TT1 | TbPYK enzyme, Kinase-Glo Plus ATP luminescence, 45 min | hit rate 0.12% among 410,000 | AID 624173 | Potency, µM (top dose mostly 76.8 µM), for the others: at the top dose activity, negative = inhibition, hits mostly inhibitors; further: potency means the concentration at half of the fitted maximal effect; nearly all actives have a fitted effect of over 50% in size
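ADP (130 uM final) triggers the TbPYK reaction after compound addition; incubation is 45 min at room temperature. Kinase-Glo Plus is then added and luminescence imaged. Normalized data are fitted to concentration-effect curves.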
HCV inhibitor – HCV inhibition; Huh7.5.1 HCVcc-Cre infection, luciferase reporter, 44 h; Potency, µM (titrated, usually from 41.8 µM), for inactives: at the highest dose activity change, negative = inhibition, hits mostly inhibitors; hit rate 3.4% among 340,000; AID 651820; further: potency means the concentration at half of the fitted maximal effect
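1,000 cells/well; 4 h culture; + compound; + HCVcc-Cre (~0.5 moi); 44 h; luciferase substrate, RT 15 min; read 15 sec.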
AmpC no deterg – inhibitors of E. coli AmpC beta-lactamase without detergent; P00811; AmpC nitrocefin hydrolysis, absorbance 480 nm, 0.0001% Triton; Potency, µM (doses to about 57.1 µM), for the others: at the highest dose activity change, negative = inhibition, usual class: inhibitors; hit rate 0.52% among 330,000; AID 485341;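 further: potency means the concentration at half of the fitted maximal effect; plate controls were no compound for no effect and no enzyme for full effect; nearly all actives have a fitted effect of over 20% in size; some results filed as inactive show a strong effect at the top dose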
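20 mM phosphate pH 7.0 + 0.01% (detergent screen) or 0.0001% Triton X-100; 5.3 nM AmpC reagent; cpd preinc 15 min RT; nitrocefin (800 uM stock) to start; A480 q20 s × 4 min; Activity was normalised to no-enzyme and no-compound control wells.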
Active calls of the source: *; ? = inconclusive; . = not tested or not shown; + = active, no number; & = joins results of further samples; [ ] = remark or other dose. Unless noted, the call rests on the fitted dose curve; in most records, active means well fitted curve in the direction sought with a large enough effect; inconclusive means small, poorly fitted or top-dose-only effect, or another doubt; inactive means no such curve, though single readings can be large; an effect the other way counts as inactive or inconclusive. Unless noted, on the % scale 0 is the no-effect control and ±100 the full control effect.

SMILES	HCMV antiviral	AmpC inh detg	AMA1-RON2 inh	LmPK inhibitor	TbPYK inhibitor	HCV inhibitor	AmpC no deterg
CSc1ccccc1C(=O)NCc1ccc(C)cc1	40	4%	4%	2%	3%	24%	-2%
CC(=O)NC(c1ccc(F)c(F)c1)c1nc(-c2cccc(C(C)C)c2)cs1 (stereo not drawn)	19	.	-5%	.	1%	.	.
Cc1ccc2nc(C3CCN(S(=O)(=O)c4ccc5ccccc5c4)CC3)[nH]c2c1	-80*	-9%	-3%	0%	-1%	?	.
COc1ccccc1CN1CCCCC1C(=O)O (stereo not drawn)	3	2%	-16%	-4%	-14%	26%	-12%
Nc1nc(SCc2nc(-c3ccccc3)no2)[nH]c(=O)c1-c1ccccc1	75	?	4%	6%	-1%	31%[activator]	-26%
Cn1c(=O)[nH]c(=O)c2c1[nH]c(=S)n2Cc1ccccc1	20	-2%	0%	-13%	?	6%	-26%
CCc1cnc2c(c1SCc1cc(OC)cc(OC)c1)c(=O)n(C)c(=O)n2C	12	3%	.	.	2%	.	.
O=C(CSc1nc2ccccc2nc1N1CCCCC1)Nc1ccc(F)cc1	-31	?	16%	-2%	-4%	?	-28%
COC(=O)c1cncc(C)c1	-5	4%	13%	-2%	4%	2%	-16%
COc1cc(/C=N/Nc2nc(N3CCCC3)nc(N3CCCC3)n2)ccc1OCc1ccccc1F	-25	3%	6%	3%	4%	?	4%
CC[C@]1(C(=O)OC)[C@H]2C(=O)N(C)C(=O)[C@H]2[C@H]2CN=C(SCC3CC3)N21	-7	.	6%	.	-8%	20%	-4%
COc1ccc(OC)c(NC(=O)CSc2nn3c(=O)c(C)nnc3s2)c1	-17	3%	100%[activator]	-11%	4%	-4%	-16%
Clc1ccc(-c2nc3ccc(Br)cn3c2Cc2ccsc2)cc1	-14	.	-5%	.	-3%	.	.
N#CCCn1cc(C(=O)Nc2ccccc2Br)c(-c2cc3ccccc3o2)n1	-29	1%	22%	2%	-8%	?	121%[activator]
COc1ccc(NC(=O)C2=NN(C3CCS(=O)(=O)C3)C(=O)CC2)cn1 (stereo not drawn)	-18	5%	-2%	3%	0%	19%	-18%
O=C1CCCN1CCCNCCCn1cnc2c(OCc3ccccc3)ncnc21	6	.	13%	.	0%	-3%[8.37 µM]	.
COc1ccc(C2=Nn3c(nnc3-c3cccnc3)SC2)cc1OC	120	-12%	-4%	8%	-11%	?	-2%
CN(C)CC#CCC(O)(c1ccccc1)c1ccccc1	2	-4%	-20%	0%	-7%	2%	3%
Cc1ccc(NC2=NC(C(=O)Nc3ccc(C)c(C)c3)CC(=O)N2)cc1 (stereo not drawn)	25	?	-13%	-1%	1%	-22%	-13%
O=C(Cn1cnc2cc([N+](=O)[O-])ccc2c1=O)Nc1cccc2ccccc12	5	-1%	4%	4%	1%	-24%	-20%
CC(C)C(=O)NCC(c1ccc2c(c1)OCO2)N1CCOCC1 (stereo not drawn)	18	-1%	5%	9%	6%	8%	-8%
CC1(C)CC(=O)C(C=NCCN2CCN(C(=S)NC3CCCCC3)CC2)=C(O)C1	-2	?	2%	4%	-6%	26%	82%[activator]
Nc1nc(N2CCN(C/C=C/c3ccccc3)CC2)nc2ccccc12	-12	3%	-16%	3%	-15%	-12%	9%
Cc1ccccc1NC(=O)CSc1cn(CC(=O)N2CCCC2)c2ccccc12	-4	-9%	.	.	-1%	.	.
CCOC(=O)N1CCN(C(=O)CSc2ccc(-c3ccncc3)nn2)CC1	?	1%	3%	2%	0%	11%	-8%
CC(C)c1ccc(S(=O)(=O)c2nnn3c2nc(N2CCN(C)CC2)c2sccc23)cc1	24	13%	.	.	-2%	.	.
Cc1c([N+](=O)[O-])c(N)nn1C	71	8%	12%	1%	-14%	-11%	-20%
Cc1ccc(NCc2nnc(SCC(=O)Nc3ncc(C)s3)n2Cc2ccco2)c(C)c1	-31	-17%	-1%	-1%	-19%	-16%	-11%
Cc1ccc(C)c(S(=O)(=O)n2cnc3ccccc32)c1	-7	0%	-5%	-7%	2%	-7%	-2%
O=C(NCc1cccc(Cl)c1)C1CCCN(c2nn3cc(-c4ccc(F)cc4)nc3s2)C1 (stereo not drawn)	+	18%	.	.	-3%[15.4 µM]	.	.
CCOC(=O)c1cnc(-c2ccccc2)nc1Oc1ccc(Cl)cc1	-6	3%	0%	2%	3%	0%	-5%
O=C(NCc1ccc(F)cc1)C1CCN(c2cnccn2)CC1	?	-3%	16%	0%	-24%	-1%	-5%
COC(=O)c1ccc2nc(-c3ccc(C#N)cc3)c(Cc3cccc(F)c3)n2c1	12	.	-4%	.	4%	.	.
Cc1ccc(N2C(=O)CSC23C(=O)N(CC(=O)NCCc2ccccc2)c2ccccc23)cc1 (stereo not drawn)	14	0%	.	.	-2%	.	.
CCOC(=O)C1CCN(S(=O)(=O)c2cc(Br)cc3c2N(C(=O)C2CC2)CC3)CC1	69	3%	-2%	-1%	-4%	12%&-4%	19%
O=C(CCCc1ccccc1)NCc1cn2ccsc2n1	23	?	10%	0%	-9%	10%	-22%
CCCC(=O)N1CCCC(c2cc(C(=O)NCc3cccnc3)no2)C1 (stereo not drawn)	-14	.	-1%	.	4%	.	.
CCc1ccc(C2CC(c3ccc(F)cc3)Nc3nc(N)nn32)cc1 (stereo not drawn)	7	10%	0%	6%	1%	10%	4.5µM*
O=C(NCCF)C1Nc2ccc(OC(F)(F)F)cc2C2C=CCC12 (stereo not drawn)	9	.	-2%	.	?	2%	.
CC(C)(C)OC(=O)N1CCC(c2cc(=O)n3[nH]cc(C(=O)NC4CCCC4)c3n2)CC1	27	6%	?	7%	-2%	13%	-14%

12 of these compounds in another layout.
Results follow in this order: HCMV antiviral	AmpC inh detg	AMA1-RON2 inh	LmPK inhibitor	TbPYK inhibitor	HCV inhibitor	AmpC no deterg
CC(C)c1ccc(S(=O)(=O)c2nnn3c2nc(N2CCN(C)CC2)c2sccc23)cc1
→ 24	13%	.	.	-2%	.	.
Cc1c([N+](=O)[O-])c(N)nn1C
→ 71	8%	12%	1%	-14%	-11%	-20%
Cc1ccc(NCc2nnc(SCC(=O)Nc3ncc(C)s3)n2Cc2ccco2)c(C)c1
→ -31	-17%	-1%	-1%	-19%	-16%	-11%
Cc1ccc(C)c(S(=O)(=O)n2cnc3ccccc32)c1
→ -7	0%	-5%	-7%	2%	-7%	-2%
O=C(NCc1cccc(Cl)c1)C1CCCN(c2nn3cc(-c4ccc(F)cc4)nc3s2)C1 (stereo not drawn)
→ +	18%	.	.	-3%[15.4 µM]	.	.
CCOC(=O)c1cnc(-c2ccccc2)nc1Oc1ccc(Cl)cc1
→ -6	3%	0%	2%	3%	0%	-5%
O=C(NCc1ccc(F)cc1)C1CCN(c2cnccn2)CC1
→ ?	-3%	16%	0%	-24%	-1%	-5%
COC(=O)c1ccc2nc(-c3ccc(C#N)cc3)c(Cc3cccc(F)c3)n2c1
→ 12	.	-4%	.	4%	.	.
Cc1ccc(N2C(=O)CSC23C(=O)N(CC(=O)NCCc2ccccc2)c2ccccc23)cc1 (stereo not drawn)
→ 14	0%	.	.	-2%	.	.
CCOC(=O)C1CCN(S(=O)(=O)c2cc(Br)cc3c2N(C(=O)C2CC2)CC3)CC1
→ 69	3%	-2%	-1%	-4%	12%&-4%	19%
O=C(CCCc1ccccc1)NCc1cn2ccsc2n1
→ 23	?	10%	0%	-9%	10%	-22%
CCCC(=O)N1CCCC(c2cc(C(=O)NCc3cccnc3)no2)C1 (stereo not drawn)
→ -14	.	-1%	.	4%	.	.

Carrying on:
SMILES	HCMV antiviral	AmpC inh detg	AMA1-RON2 inh	LmPK inhibitor	TbPYK inhibitor	HCV inhibitor	AmpC no deterg
Cn1c(CC(=O)Nc2ccccc2Cl)nnc1SCC(=O)NC1=NCCS1	-25	3%	-3%	-5%	1%	6%	-5%
CSc1nc(N)nc2c1ncn2CC(=O)N1CCN(c2ccccn2)CC1	-2	.	14%	.	-1%	10%	1%
COc1cc(OC)cc(-c2nc3ccccc3s2)c1	174	?	76%[activator]	?	-7%	?	5%
Cc1ccc2[nH]c3c(=O)n(CC(=O)N4CCCC(C)C4)ncc3c2c1 (stereo not drawn)	18	0%	.	.	3%	.	.
CCn1cnc2cc(NCc3ccccc3Cl)ccc21	-39	-5%	-30%	-1%	4%	-23%	-7%
CCC1CCc2nc3sc(C(=O)Nc4ccc(F)c(F)c4)c(N)c3cc2C1 (stereo not drawn)	-13	15%	.	.	-2%	.	.
CC(=O)Nc1cccc(NC(=O)Nc2ccc(C)c(Cl)c2)c1	-5	1%	15%	2%	0%	-22%	-26%
COc1ccc2c(c1)c1c(c(=O)n(-c3cccc(C)c3)c(=O)n1Cc1cccc(Cl)c1)n2C	-67*	-5%	.	.	-1%	.	.
COc1cc(C)cc2oc(=O)c(CC(=O)NCCc3ccc(Cl)cc3)c(C)c12	8	6%	.	.	4%	.	.
Cc1ccccc1-c1nc(S(=O)(=O)c2ccc(Cl)cc2)c(NCCN2CCOCC2)o1	33	-8%	-13%	4%	2%	?	198%[activator]
COc1cc(OC)c(C2CC(=O)N3CN(c4ccccc4C)CSC3=C2C#N)cc1OC (stereo not drawn)	11	-7%	.	5%	.	?	1%
O=C1CCCC2=C1C(c1cccs1)Nc1ccc3ncccc3c12 (stereo not drawn)	68	4%	-2%	-4%	-7%	-17%	-40%
Cc1cccc(-n2nc3c(c2NC(=O)c2ccc4c(c2)OCO4)CS(=O)(=O)C3)c1C	-4	-8%	6%	2%	1%	-6%	-8%
CCn1c(SC(C)C(=O)N2CCOCC2)nc2sc(C)c(C)c2c1=O (stereo not drawn)	-1	?	-7%	.	-2%	5%	0%
CCCCCCOc1ccc(/C(C)=N/NC2=NCCN2)cc1	-96*	-18%	-21%	-5%	10%	11µM*	5%
Cc1nc(S(=O)(=O)N(C)c2ccccc2)c(C#N)c(C)c1Cl	-97*	-4%	4%	2%	-3%	-25%	-25%
Cc1cc(C)cc(OCC(=O)OCC(=O)Nc2cc(C)nn2-c2ccccc2)c1	13	-3%	6%[11.6 µM]	.	4%	0%	30%
COc1ccc(CCNC(=O)CC2(CC3=NS(=O)(=O)c4ccccc4N3)CCCC2)cc1OC	-8	?	-5%	-4%	4%	?	14%
NC(CSC(c1ccccc1)(c1ccccc1)c1ccc2c(c1)OCO2)C(=O)O (stereo not drawn)	-15	.	0%	.	-4%	.	.

Screening results as filed in PubChem BioAssay.
